Apaf-1 inh: inhibitors of human Apaf-1 apoptosome, primary screen, biochemical, DEVD-Rh110 fluorescence, uHTS. reconstituted apoptosome caspase-3 activity. AID 489030, 2010. 330,000 tested, 0.71% active. inhibition, % at 20 µM; active means inhibition of at least 40% at 20 µM;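 further: plate controls were DMSO wells for no effect and DEVD-CHO caspase inhibitor wells for full effect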
Target sequence (O14727 whole entry, looked up): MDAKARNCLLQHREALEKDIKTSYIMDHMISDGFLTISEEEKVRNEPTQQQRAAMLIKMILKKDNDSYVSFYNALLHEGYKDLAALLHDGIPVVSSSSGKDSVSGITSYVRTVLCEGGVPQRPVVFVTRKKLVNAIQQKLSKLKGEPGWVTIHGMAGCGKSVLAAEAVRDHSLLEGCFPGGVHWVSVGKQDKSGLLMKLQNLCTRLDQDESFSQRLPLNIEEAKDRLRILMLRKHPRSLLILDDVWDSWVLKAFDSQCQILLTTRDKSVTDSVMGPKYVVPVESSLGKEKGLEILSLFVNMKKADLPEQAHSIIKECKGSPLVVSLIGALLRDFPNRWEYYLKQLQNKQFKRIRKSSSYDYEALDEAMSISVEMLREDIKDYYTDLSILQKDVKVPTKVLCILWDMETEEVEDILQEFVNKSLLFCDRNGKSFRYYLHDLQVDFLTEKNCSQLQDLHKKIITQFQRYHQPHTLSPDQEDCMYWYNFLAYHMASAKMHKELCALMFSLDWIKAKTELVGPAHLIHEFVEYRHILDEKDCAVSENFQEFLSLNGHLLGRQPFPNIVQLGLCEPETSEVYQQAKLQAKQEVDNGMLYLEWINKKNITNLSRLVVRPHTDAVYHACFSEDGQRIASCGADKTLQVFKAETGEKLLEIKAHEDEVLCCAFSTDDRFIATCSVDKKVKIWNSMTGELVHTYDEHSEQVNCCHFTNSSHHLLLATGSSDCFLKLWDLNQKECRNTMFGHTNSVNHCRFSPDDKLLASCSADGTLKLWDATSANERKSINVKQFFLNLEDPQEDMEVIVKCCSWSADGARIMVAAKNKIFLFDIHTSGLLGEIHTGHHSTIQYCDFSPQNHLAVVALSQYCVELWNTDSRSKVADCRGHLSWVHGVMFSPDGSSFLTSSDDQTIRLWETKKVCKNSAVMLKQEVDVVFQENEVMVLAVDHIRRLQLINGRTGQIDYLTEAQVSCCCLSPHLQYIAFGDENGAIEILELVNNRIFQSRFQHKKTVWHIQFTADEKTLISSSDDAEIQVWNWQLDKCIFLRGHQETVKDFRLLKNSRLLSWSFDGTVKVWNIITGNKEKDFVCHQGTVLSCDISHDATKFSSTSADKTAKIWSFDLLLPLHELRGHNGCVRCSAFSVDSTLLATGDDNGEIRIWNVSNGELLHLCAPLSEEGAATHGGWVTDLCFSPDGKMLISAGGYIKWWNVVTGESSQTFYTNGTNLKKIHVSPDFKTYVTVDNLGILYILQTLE
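Medium: Hepes buffer, pH 7.5 / System: biochemical Apaf-1 apoptosome reconstitution / Measured by: Rh110 fluorescence, excitation 480 nm, emission 540 nm / Times: compound with Apaf-1, dATP, procaspase-3 30 min, then 50 min reaction, room temperature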
697 NFkB inh: inhibitors of PMA/ionomycin-induced NF-kB reporter, 697 cells, primary screen, B-cell NF-kB inhibitor project, cell-based, luminescence, uHTS. 697 B-cell NF-kB luciferase reporter, 16 h. inhibition, % at 4 µM. 330,000 tested, 0.33% active. AID 435022, 2010; in the data active means inhibition above about 35%
SENP8 block: SENP8 protease inhibitors, primary screen, biochemical, luminescence. Sentrin-specific protease 8 (Homo sapiens), Q96LD8. inhibition, % at 10 µM. purified SENP8, Z-RLRGG-aminoluciferin cleavage. 330,000 tested, 1.2% active. AID 2540, 2010
EBI2 antag: EBI2 receptor antagonists, beta-arrestin recruitment, primary screen, cell-based, luminescence, 7a,25-OHC stimulation, uHTS; 7a,25-OHC stimulated; inhibition, % at 5 µM; 360,000 tested, 0.81% active; AID 651636, 2012; in the data active means inhibition above about 38%;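 further: enzyme fragment complementation signal reports receptor beta-arrestin coupling in cells; 0% = agonist plus DMSO wells and 100% = wells without agonist; some results beyond the cut were filed as inactive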
Jurkat NFkB inh: inhibitors of induced NF-kB luciferase reporter, primary screen, TCR NF-kB activation inhibitor project, cell-based, luminescence, uHTS; Jurkat, PMA/ionomycin-induced NF-kB luciferase reporter; inhibition, % at 4 µM; 330,000 tested, 0.53% active; AID 435003, 2010
Gli-Sufu antag: Gli-Sufu pathway antagonists, primary screen, luciferase luminescence, Sufu-KO-LIGHT cells, uHTS. Sufu-KO-LIGHT fibroblasts, Gli luciferase reporter luminescence. inhibition, % at 5 µM. 340,000 tested, 0.74% active. AID 588413, 2011;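 active means inhibition above about 55%, limit read from the data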;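 further: 0% = DMSO-treated cells and 100% = wells with medium but no cells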
UBC13 inh: UBC13 polyubiquitin chain formation inhibitors, primary screen, biochemical, TR-FRET, uHTS | Ubiquitin-conjugating enzyme E2 N (Homo sapiens), P61088 | 330,000 tested, 0.47% active | AID 485273, 2010 | inhibition, % at 20 µM; in the data active means inhibition above about 45%, passing the limit was not always enough
CCR6 antag: CCR6 receptor antagonists, primary screen, cell-based, CHO-K1, luminescence, beta-arrestin, uHTS; C-C chemokine receptor type 6 (Homo sapiens), P51684; CHO-K1 CCR6 PathHunter beta-arrestin, CCL20-stimulated; inhibition, % at 20 µM; 340,000 tested, 0.49% active;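 active means compounds whose inhibition of the agonist-driven luminescence signal at 20 µM reaches about 50%, limit read from the data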;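 further: cells stimulated with CCL20 at 14 nM final; plate controls were DMSO with CCL20 for no effect and DMSO without agonist for full effect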
* marks the source's active call; other numbers are inactive results; / = no result given. Unless noted, no stated cut-off is given here; in the data, active means inhibition above about 50%; inactive means the rest.

SMILES | Apaf-1 inh | 697 NFkB inh | SENP8 block | EBI2 antag | Jurkat NFkB inh | Gli-Sufu antag | UBC13 inh | CCR6 antag
CCOC(=O)N1CCN(C(=O)NC2CCCCC2)CC1 | 1 | 0 | 0 | -5 | -17 | -3 | 3 | -11
Cc1ccc(-c2nnc(C)c(N3CC(C)OC(C)C3)n2)cc1 (centres undefined) | 3 | -13 | -3 | -2 | -4 | 5 | -17 | -8
Cc1ccc(N2CC(C(=O)Nc3ccccc3C(=O)NC3CCCCC3)CC2=O)cc1C (centres undefined) | 8 | -14 | -9 | -9 | 6 | -22 | -6 | 16
Cc1ccc(C)c(OCCOCCN2CCOCC2)c1 | -5 | 7 | -4 | -9 | -4 | 8 | -4 | 6
O=C(NCc1ccncc1)c1ccc(Cn2cc(C(F)(F)F)ccc2=O)cc1 | 9 | -27 | -10 | -6 | -10 | 1 | -15 | 1
CCCC12CN3CC(C)(CN(C1)C3c1ccc3c(c1)OCO3)C2=O (centres undefined) | -8 | 20 | 1 | 2 | 14 | -1 | 8 | 6
O=C(c1ccc(F)cc1)N(c1ccccn1)C1CCCCC1 | -27 | 11 | 2 | -3 | 3 | -28 | -3 | 2
Cc1ccccc1NC(=O)CCNS(=O)(=O)c1ccc2[nH]c(=O)oc2c1 | -6 | -50 | 6 | 1 | -3 | 10 | -3 | 7
O=C(CCN1C(=O)/C(=C/c2ccc3c(c2)OCO3)SC1=S)NNC(=O)c1cccnc1 | -9 | 14 | 2 | -3 | 0 | 2 | -12 | 13
CN1C(N)=NC(=O)/C1=C/c1ccc(F)cc1 | -26 | 16 | 1 | -18 | 10 | 1 | -2 | -7
O=C(COC(=O)C(Cc1ccccc1)NC(=O)c1ccc(Cl)cc1)c1ccc(Cl)cc1 (centres undefined) | 6 | 11 | 1 | -2 | 7 | -4 | 7 | -3
CC1CCCCN1S(=O)(=O)c1ccc(C(=O)Nc2nnc(-c3ccco3)o2)cc1 (centres undefined) | -4 | -31 | -14 | -1 | 0 | 6 | -19 | 6
Cc1sc2ncnc(N(C)C3CCCCC3)c2c1C | 13 | -35 | -1 | 19 | -11 | 24 | 8 | 2
O=C(CC1CC2CCC1C2)OCC(=O)c1c[nH]c2ccccc12 (centres undefined) | 14 | 14 | -3 | 25 | -1 | 8 | 2 | 6
Cc1cc(C(=O)COC(=O)c2ccc(O)cc2O)c(C)n1-c1ccc(OC(F)F)cc1 | 8 | -23 | -4 | 24 | 35 | 34 | -1 | 20
CCOC(=O)C=Nc1c(N)n(C)c(=O)n(C)c1=O | 10 | -22 | -9 | 7 | -11 | -5 | -19 | -9
O=C(OCCCOC(=O)c1cc[n+]([O-])cc1)c1cc[n+]([O-])cc1 | -8 | 21 | 2 | -8 | 1 | -10 | -1 | 8
CCc1ccc(OCCCCN(C)Cc2ccccc2)cc1 | 11 | -31 | -7 | -2 | -10 | 12 | 3 | 7
COCCn1c(SCC(=O)N2CCN(c3ccccc3)CC2)nc2c(c1=O)SC(C)C2 (centres undefined) | 3 | 9 | -1 | -9 | 6 | 12 | -10 | -4
O=S(=O)(c1ccccc1)N1CCN(c2cc(-c3ccccc3)nc3ncnn23)CC1 | -1 | 12 | 6 | 16 | 41 | 57* | 13 | 11
O=C(CSc1cn(Cc2ccccc2)c2ccccc12)Nc1nccs1 | 17 | -35 | -14 | 11 | -101 | -128 | 4 | 7
CSc1ccc(-c2c(C#N)c(N)nc3c2CCCC3)cc1 | 7 | -10 | -5 | -16 | 13 | 0 | 2 | -3
COc1ccc(CC(=O)NCc2ccco2)cc1OC | -12 | 3 | 7 | -15 | 6 | 3 | 4 | 2
CC(C)C(c1nnnn1C1CCCCC1)N1CCCc2ccccc21 (centres undefined) | 27 | -4 | -13 | 44 | -2 | 0 | -1 | 24
COc1ccc(C(=O)Nc2ccccc2C(=O)N/N=C/c2ccco2)cc1 | 12 | -104 | 2 | -6 | -23 | -38 | -25 | 3
O=C(Nc1nc2c(s1)CCCC2)c1ccc(N2C(=O)CCC2=O)cc1 | 5 | -63 | -17 | 8 | 0 | -29 | 0 | 9
Cc1nn(-c2ccccc2)c(C)c1NC(=O)Cc1cccs1 | -1 | 2 | -11 | -7 | -4 | 2 | -10 | 5
O=C1c2ccccc2NC(c2ccccc2)N1Cc1ccccc1 (centres undefined) | -1 | 18 | 1 | 4 | -17 | 0 | 16 | 9
CSc1ccccc1NC(=O)c1cc(S(=O)(=O)N(C)C)ccc1N1CCCC1 | 52* | -5 | -5 | 4 | 8 | 2 | 10 | 15
Cc1cc([N+](=O)[O-])c(NC2CCCCC2)c([N+](=O)[O-])c1 | 11 | -7 | -8 | 6 | -11 | 8 | -28 | 1

Some entries already given, showing only CCR6 antag:
mol | CCR6 antag
O=C(OCCCOC(=O)c1cc[n+]([O-])cc1)c1cc[n+]([O-])cc1 | 8
O=C(Nc1nc2c(s1)CCCC2)c1ccc(N2C(=O)CCC2=O)cc1 | 9

Next section:
SMILES | Apaf-1 inh | 697 NFkB inh | SENP8 block | EBI2 antag | Jurkat NFkB inh | Gli-Sufu antag | UBC13 inh | CCR6 antag
CCc1ccc(C(O)(C(C)C)C(CN2CCOCC2)c2ccccc2)cc1 (centres undefined) | 26 | -6 | -9 | 5 | -15 | 10 | -4 | 25
CC(=O)Nc1ccc(N(C(=O)CNC(=O)c2ccco2)C(C(=O)NCc2ccco2)c2ccccc2)cc1 (centres undefined) | -2 | 0 | -7 | -8 | 4 | -6 | -4 | 0
N=C(N)N1CCc2ccccc21 | -17 | -7 | 7 | 7 | 2 | 2 | 4 | 1
O=C(Nc1nccs1)C(=O)c1c[nH]c2ccccc12 | 3 | -83 | 11 | 3 | -43 | -76 | -20 | -3
CC[n+]1c(/C=C/N(C)c2ccccc2)n(-c2ccccc2)c2ccc(-c3nc4ccccc4s3)cc21 | 82* | 54* | -9 | 21 | 98* | 91* | 84* | 22
CCCC1CC(=O)OC1(C)C(=O)CSc1n[nH]c(-c2ccccc2)n1 (centres undefined) | -15 | -3 | 0 | / | 9 | / | 5 | /
O=C(c1ccc2c(=O)n3c(nc2c1)CCCCC3)N1CCN(C(c2ccccc2)c2ccccc2)CC1 | 13 | -33 | -1 | 23 | -12 | 8 | 6 | 30
COc1ccccc1/C=C/C(=O)N1CCc2cc(OC)c(OC)cc2C1C (centres undefined) | 9 | 16 | -4 | -4 | 6 | 11 | 8 | 11
CCC(Cc1ccccc1)NC(=O)CN(C)S(=O)(=O)c1ccc2c(c1)c(=O)n(C)c(=O)n2C (centres undefined) | 10 | -23 | 3 | 2 | -2 | -3 | -2 | 0
CCOC(=O)C1=C(O)C(=O)N(c2ccc(S(N)(=O)=O)cc2)C1c1cccc([N+](=O)[O-])c1 (centres undefined) | -4 | 9 | -9 | 0 | 4 | -8 | -10 | 10
N#C/C(=C\c1cccc(Cl)c1)c1n[nH]c(Cn2cncn2)n1 | -2 | 16 | -1 | -3 | 4 | -4 | 16 | 0
O=C(CCCC(=O)OCC(F)(F)C(F)F)Nc1ccc(NC(=O)CCCC(=O)OCC(F)(F)C(F)F)cc1 | -12 | 10 | 7 | -11 | 11 | 0 | 0 | 0
CC1Cc2ccccc2N1C(=O)c1ccc2snnc2c1 (centres undefined) | -15 | 1 | -2 | 1 | 4 | 29 | 7 | 15
CN1CC(=O)N/C1=N\C(=O)Nc1ccc2c(c1)N(C)C(=O)CS2 | -7 | 7 | -1 | -1 | 6 | 5 | -6 | -2
Cc1cccc(C(=O)Nc2nnc(Cc3ccccc3)s2)c1 | 6 | -20 | 1 | -1 | -8 | 3 | 3 | -1
COc1ccccc1CNC(=O)COC(=O)Cc1ccc(F)cc1 | -1 | 4 | -7 | -6 | -8 | -4 | -10 | 9
COc1ccc(N2CCC(CNC(=S)Nc3c(C)cccc3C)C2)cc1 (centres undefined) | -14 | 14 | -1 | 1 | 9 | 9 | -7 | 9
Cc1nc(SCc2cccc(C(=O)O)c2)nc2c1CCCC2 | 1 | 32 | -1 | -7 | 14 | -5 | 2 | 3
O=C(CCCc1nc(-c2ccccc2Cl)no1)NC1CCCC1 | -2 | 74* | 5 | -9 | 1 | 64* | 12 | 20
Cc1ccc(NC(=O)C2CCCCC2C(=O)O)cc1Cl (centres undefined) | -6 | 4 | 0 | -12 | 5 | 1 | 3 | 3
CC(C)CC(=O)Nc1ccc(C(=O)CN2CCC(C)CC2)cc1 | -11 | 8 | 4 | 2 | -3 | -3 | 1 | 9
C[C@H]1CN(S(=O)(=O)c2c(F)cccc2F)CCN1S(=O)(=O)c1ccc2c(c1)OCCO2 | 14 | -15 | -1 | -1 | -14 | -7 | 10 | 6
C/C(=N\NS(=O)(=O)c1ccc(C)c([N+](=O)[O-])c1)c1cccs1 | -1 | 20 | 0 | 1 | 2 | -2 | -14 | 19
CCCCC1=NN2CCS(=O)(=O)N=C2S1 | -2 | 8 | -1 | 5 | 0 | 3 | -4 | -6
COCCCNC(=S)N1CCN(c2ccccc2)CC1 | 0 | 1 | -9 | -8 | 7 | 8 | 5 | -2
CCNC(=O)CN(c1ccccc1)S(=O)(=O)c1ccc(Cl)cc1 | -12 | 19 | 8 | -19 | 0 | -2 | 8 | -4
COc1ccccc1C(=O)NCCC(=O)Nc1ccc(S(=O)(=O)N2CC(C)CC(C)C2)cc1 (centres undefined) | 18 | 4 | -1 | 1 | 7 | -35 | 12 | 10
Cc1nc2ccc(S(=O)(=O)N(C)CC(=O)N3CCc4ccccc43)cc2s1 | -1 | 11 | -2 | 7 | 2 | -3 | 4 | 6
CCOc1cc(/C=C(\C#N)C(N)=O)ccc1OCc1c(C)no[n+]1[O-] | 10 | -15 | -11 | 9 | 7 | 2 | 3 | 12
O=c1ccc(-c2n[nH]c(=S)n2-c2ccc(F)c(Cl)c2)n[nH]1 | 4 | 11 | -9 | -5 | -2 | 0 | -6 | 3
Cc1c(C(=O)NCc2ccccc2CN2CCCC2)oc2c(F)cccc12 | 12 | 10 | 3 | 8 | -2 | 0 | 8 | 8
COc1ccc(-n2nc(C(=O)NCC(=O)NCCCN3CCOCC3)c3ccccc3c2=O)cc1OC | 1 | 16 | -1 | -3 | -24 | 8 | 1 | -9
CC(=O)c1cccc(NC(=O)c2ccc(OCc3c(C)noc3C)cc2)c1 | 14 | 11 | -13 | 0 | 1 | 1 | -13 | 14

Among those listed so far, these contain an aryl methoxy group.
SMILES | Apaf-1 inh | 697 NFkB inh | SENP8 block | EBI2 antag | Jurkat NFkB inh | Gli-Sufu antag | UBC13 inh | CCR6 antag
COc1ccc(CC(=O)NCc2ccco2)cc1OC | -12 | 3 | 7 | -15 | 6 | 3 | 4 | 2
COc1ccc(C(=O)Nc2ccccc2C(=O)N/N=C/c2ccco2)cc1 | 12 | -104 | 2 | -6 | -23 | -38 | -25 | 3
COc1ccccc1/C=C/C(=O)N1CCc2cc(OC)c(OC)cc2C1C (centres undefined) | 9 | 16 | -4 | -4 | 6 | 11 | 8 | 11
COc1ccccc1CNC(=O)COC(=O)Cc1ccc(F)cc1 | -1 | 4 | -7 | -6 | -8 | -4 | -10 | 9
COc1ccc(N2CCC(CNC(=S)Nc3c(C)cccc3C)C2)cc1 (centres undefined) | -14 | 14 | -1 | 1 | 9 | 9 | -7 | 9
COc1ccccc1C(=O)NCCC(=O)Nc1ccc(S(=O)(=O)N2CC(C)CC(C)C2)cc1 (centres undefined) | 18 | 4 | -1 | 1 | 7 | -35 | 12 | 10
COc1ccc(-n2nc(C(=O)NCC(=O)NCCCN3CCOCC3)c3ccccc3c2=O)cc1OC | 1 | 16 | -1 | -3 | -24 | 8 | 1 | -9

Screens from PubChem.

Some of the compounds tested; count on the stated rates, not on these rows.
